From PubChem BioAssay
a7 integrin act = qHTS for Activators of Integrin-Mediated Alleviation for Muscular Dystrophy; alpha7betagal myoblasts, beta-gal FDG fluorescence, 48 h; Potency, µM (highest dose often 38.3 µM), for the others: top-dose activation, usual class: activators; 350,000 compounds, 0.064% hits; AID 624291, 2012;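 note: potency is the fitted concentration of half-maximal effect; 100% = response of the positive control SU9516; nearly all actives have a fitted effect of over 60% in size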
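Alpha7betagal+/- myoblasts (passage 13) were plated 16-24 hr, then exposed to compounds (1:260 dilution of DMSO stock) for 48 hours at 37C. After MPER lysis, β-galactosidase reporter activity was read as FDG fluorescence (ex 480/em 540) after 30 minutes.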
Eya2 phos inh = qHTS Assay for Inhibitors of the Phosphatase Activity of Eya2; Protein phosphatase EYA2 (Homo sapiens), O00167; AID 488837, 2010; 330,000 compounds, 0.006% hits; Potency, µM (doses to about 76.9 µM), without a hit: at the highest dose activity, negative = inhibition, actives largely listed as inhibitors; recombinant Eya2, OMFP fluorescence dephosphorylation (OMFP is methylfluorescein phosphate); note: potency is the fitted concentration of half-maximal effect; % is set by controls: 0 for no effect and ±100 for the full control effect
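Eya2 protein (added as 0.2 uM solution) was preincubated with compound for 10 min at ambient temperature in 50 mM HEPES pH 7.5, 50 mM NaCl, 5 uM MgCl2, 0.05% BSA, 1 mM DTT. OMFP (added at 50 uM) then reacted 10 min; fluorescence read at 485/525 nm.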
PTAP TSG101 blk = qHTS Assay for Iinhibitors of HIV-1 Budding by Blocking the Interaction of PTAP/TSG101. Tumor susceptibility gene 101 protein (Homo sapiens), Q99816. Fluorescence polarization, FITC-PTAP peptide / Tsg101 binding. Potency, µM (highest dose often 115 µM), inactives show at the highest dose activity change, negative = inhibition, actives largely listed as inhibitors. AID 493005, 2010. 340,000 tested, under 10 active; active = well fitted inhibition curve with a large enough effect in the main read-out, with a control signal flat, not every such curve was filed as active; inconclusive = small, poorly fitted or top-dose-only effect, or effect the other way, or a change in a side signal; inactive = no such curve, though single readings can be large or run the other way; note: potency is the fitted concentration of half-maximal effect; % of control where 0% means no effect
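Tsg101 binding domain (10 uM final) was mixed with compound and a FITC-labeled PTAP peptide (50 nM final) in HEPES pH 7.5 buffer with NaCl, Tween 20, EDTA and TCEP; fluorescence polarization was read after 20 min at r.t.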
TRPV1 agonist = HTS Assay for Compounds that Act as Agonists of the Vanilloid Receptor 1; activation, % at 8.33 µM; 320,000 compounds, 0.19% hits; Transient receptor potential cation channel subfamily V member 1 (Homo sapiens), Q8NER1; TRPV1-expressing cells, Fluo-8 calcium influx, agonist mode; in the data active = activation above about 80%; inconclusive = between about 30% and that limit; note: 0% is about no effect
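Fluo-8 calcium influx in TRPV1-expressing cells, kinetic read (ex 480/em 520 nm). Compound added and read 3 min for agonist activity, followed by capsaicin at EC20 final and 2 min further read for enhancement.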
ELG1 genotox = qHTS screen for small molecules that induce genotoxicity in human embryonic kidney (HEK293T) cells expressing luciferase-tagged ELG1; HEK293T ELG1-luciferase reporter, luminescence, 16 h; Potency, µM (titrated, usually from 46 µM), for the others: top-dose activity change, positive = activation, usual class: activators; 330,000 compounds, 1.3% hits; AID 504466, 2011; note: potency is the fitted concentration of half-maximal effect; % of control where 0% means no effect; nearly all actives have a fitted effect of over 60% in size
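16 hr compound incubation (37 °C, 5% CO2) of HEK293T cells carrying luciferase-tagged ELG1; luciferase then measured by ONE-Glo luminescence after 30 min at RT.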
USP2a inh = qHTS Assay for Inhibitors of Ubiquitin-specific Protease USP2a Using CHOP2 as the Reporter | Ubiquitin carboxyl-terminal hydrolase 2 (Homo sapiens), O75604 | USP2 core, Ub-CHOP2 coupled fluorogenic reporter, 485/531 | Potency, µM (highest dose often 38.3 µM), without a hit: top-dose activity change, negative = inhibition, hits mostly inhibitors | 330,000 compounds, 0.01% hits | AID 463254, 2010;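 note: potency is the fitted concentration of half-maximal effect; plate controls were DMSO wells for no effect and full inhibition by NEM control for full effect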
Target sequence (O75604 whole entry, looked up): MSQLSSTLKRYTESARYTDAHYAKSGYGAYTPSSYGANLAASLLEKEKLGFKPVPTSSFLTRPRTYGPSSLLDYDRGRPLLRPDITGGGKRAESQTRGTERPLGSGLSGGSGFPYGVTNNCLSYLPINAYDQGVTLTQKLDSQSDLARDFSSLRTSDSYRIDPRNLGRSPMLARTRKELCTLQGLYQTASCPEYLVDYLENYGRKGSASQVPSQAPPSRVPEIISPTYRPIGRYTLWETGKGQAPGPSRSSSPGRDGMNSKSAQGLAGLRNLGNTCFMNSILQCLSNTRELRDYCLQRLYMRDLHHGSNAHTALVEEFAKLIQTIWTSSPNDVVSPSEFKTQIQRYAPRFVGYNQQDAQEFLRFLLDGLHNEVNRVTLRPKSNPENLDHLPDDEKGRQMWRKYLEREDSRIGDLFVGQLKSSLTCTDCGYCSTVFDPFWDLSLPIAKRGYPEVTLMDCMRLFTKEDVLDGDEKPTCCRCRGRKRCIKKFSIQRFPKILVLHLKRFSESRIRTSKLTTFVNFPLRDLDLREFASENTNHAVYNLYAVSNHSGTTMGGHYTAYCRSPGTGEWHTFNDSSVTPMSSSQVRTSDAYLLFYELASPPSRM
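Cell-free coupled assay: 10nM USP2 core preincubated 30min RT with compound in Tris-HCl pH 8.0/CaCl2/CHAPS buffer, then 25nM Ub-CHOP2 and 25nM reporter substrate; fluorescence (Ex 485/Em 531) read after 60min RT, normalized to NEM inhibition, concentration-response curves fitted.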
ASM inhibitor = Inhibitors of Secretory Acid Sphingomyelinase (S-ASM): qHTS | Sphingomyelin phosphodiesterase (Homo sapiens), P17405 | placental ASM, HMU-PC fluorogenic substrate, 60 min | Potency, µM (doses to about 57.5 µM), for inactives: at the top dose activity change, negative = inhibition, hits mostly inhibitors | 340,000 compounds, 0.006% hits | AID 504937, 2011; note: potency is the fitted concentration of half-maximal effect
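Fluorogenic HMU-PC substrate (9 uM final) is turned over by placental ASM in 60 min at 37 C after a 10 min compound preincubation. Reaction ended by alkaline stop (pH 10), with fluorescence read at 386/447 nm.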
p53 reactivation = qHTS assay for re-activators of p53 using a Luc reporter; 320,000 compounds, 0.063% hits; H1299 p53-A138V BP100-luciferase reporter, luminescence, 24 h; Potency, µM (series often up to 92.2 µM), for the others: top-dose activity change, positive = activation, most hits filed as activators; note: potency is the fitted concentration of half-maximal effect; % of control where 0% means no effect; nearly all actives have a fitted effect of over 45% in size
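p53-null H1299 cells stably carrying temperature-sensitive p53-A138V and a BP100-luciferase reporter were pinned with compounds (4-point, 1:5 series) and held 24 hrs at 37 deg C. Luminescence was read 10 min after detection reagent.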
BRCA1 expr act = qHTS Assay to Identify Small Molecule Activators of BRCA1 Expression; MCF7-BRCA1-FFLuc reporter, luminescence, 48 h; response scale: scaled: vehicle 0%, 10 µM genistein 100%; Potency, µM (titrated, usually from 46.1 µM), for the others: at the top dose activation, hits mostly activators; 380,000 compounds, 1.1% hits; note: potency is the fitted concentration of half-maximal effect; nearly all actives have a fitted effect of over 80% in size; some results filed as inactive show a strong effect at the top dose
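Compounds are tested at multiple concentrations on MCF7 BRCA1-luciferase reporter cells seeded at 2000 per well; after 48 h, a single luminescence end-point is taken and curves fitted to the normalized data.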
B2AR arrestin = qHTS assay of beta-arrestin-biased ligands of beta2-adrenergic receptor. AID 492947, 2010. Potency, µM (top dose mostly 46.1 µM), for the others: top-dose activation, most hits filed as activators. Beta-2 adrenergic receptor (Homo sapiens), P07550. 330,000 compounds, 0.02% hits. beta-arrestin recruitment to beta2AR, cell-based reporter;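 note: potency is the fitted concentration of half-maximal effect; 0% = DMSO controls and full agonism = EC100 isoproterenol or metaproterenol; nearly all actives have a fitted effect of over 65% in size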
Target sequence (P07550 whole entry, looked up): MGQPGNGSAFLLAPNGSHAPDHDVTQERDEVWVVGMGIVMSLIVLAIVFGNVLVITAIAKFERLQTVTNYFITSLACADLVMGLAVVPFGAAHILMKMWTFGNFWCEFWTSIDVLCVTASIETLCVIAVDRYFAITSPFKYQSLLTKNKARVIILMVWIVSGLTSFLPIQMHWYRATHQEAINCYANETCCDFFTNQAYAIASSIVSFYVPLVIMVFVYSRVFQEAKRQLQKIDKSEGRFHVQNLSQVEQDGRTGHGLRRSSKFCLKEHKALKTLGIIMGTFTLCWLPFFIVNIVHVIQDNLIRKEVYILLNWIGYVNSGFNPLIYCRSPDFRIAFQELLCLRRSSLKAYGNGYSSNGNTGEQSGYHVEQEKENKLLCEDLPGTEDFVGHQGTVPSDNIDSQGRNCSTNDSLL
uPA surface inh = qHTS for Inhibitors of Cell Surface uPA Generation; cell surface uPA generation assay, qHTS; 330,000 compounds, 0.31% hits; Potency, µM (titrated, usually from 38.3 µM), for inactives: at the highest dose activity change, negative = inhibition, hits mostly inhibitors; active = well fitted inhibition curve with a large enough effect; inconclusive = small, poorly fitted or top-dose-only effect; inactive = no such curve, though single readings can be large or run the other way; tested in mouse RAW 264.7 cells; note: potency is the fitted concentration of half-maximal effect; % is set by controls: 0 for no effect and ±100 for the full control effect; nearly all actives have a fitted effect of over 55% in size
* marks the source's active call; other numbers are inactive results; ? = inconclusive; · = not tested or not shown; [ ] = another dose, or the depositor's remark. Unless noted, calls come from the whole dose curve; as a rule, active = well fitted curve in the direction sought with a large enough effect; inconclusive = small, poorly fitted or top-dose-only effect, or another doubt; inactive = no such curve, though single readings can be large; an effect the other way counts as inactive or inconclusive.

SMILES,a7 integrin act,Eya2 phos inh,PTAP TSG101 blk,TRPV1 agonist,ELG1 genotox,USP2a inh,ASM inhibitor,p53 reactivation,BRCA1 expr act,B2AR arrestin,uPA surface inh
Nc1nc(N2CCOCC2)n[nH]1,22%,8%,-2%,-2,0%,0%,2%,-1%,0%,0.2%,7%
CCC1COCCS(=O)(=O)N1Cc1cccc(Cl)c1 (centres undefined),12%,-9%,-3%,-2,-1%,0%,-1%,1%,3%,-0.1%,8%
COc1ccc(C(=O)NCc2ccc3c(c2)OCO3)cc1S(=O)(=O)N1CCCC1,-17%,16%,-7%,-2,-1%,1%,4%,-4%,5%,0.8%,-24%
C=Cn1ccnc1CC(O)c1ccc(OC)cc1 (centres undefined),40%,·,-9%,·,·,·,7%,·,19%,·,1%
Cc1ccc(C(=O)Nc2ccc(S(=O)(=O)N3CCN(C)CC3)cc2)cc1,-4%,5%,-4%,?,2%,-1%,4%,-6%,15%,0.3%,-4%
CCOc1ccc(-n2nc3c(=O)[nH]nc(C)c3c2C)cc1,5%,0%,-1%,-2,3%,3%,2%,1%,-2%,-0.3%,1%
C[C@H]1CCC[C@]2(O[C@H](CCO)C[C@H](O)[C@H]2O)O1,0%,·,0%,·,·,·,3%,·,-8%,·,3%
COC(=O)CSc1nc2cc3c(cc2cc1C)OCO3,18%,-1%,-1%,1,?,0%,-1%,3%,-30%,0.3%,-1%
CS(=O)(=O)Nc1cccc(C(=O)CC2(O)C(=O)Nc3ccccc32)c1 (centres undefined),14%,9%,-6%,-3,-2%,2%,-1%,2%,3%,0.3%,4%
C#CCOCCOCCOCCNc1nc(N2CCN(C(=O)[C@H]([C@@H](C)CC)n3cc(CCCN=C(N)N)nn3)CC2)nc(N2CCN(C(=O)[C@H](CCCCN)n3cc(CCC(=O)O)nn3)CC2)n1,17%,2%,1%,-3,2%,-12%,3%,-3%,9%,-0.9%,4%
CN(CC(=O)NCC(=O)Nc1ccc(F)cc1)CC(=O)Nc1ccc(Cl)c(C(F)(F)F)c1,23%,·,-2%,·,·,·,-1%,·,-39%,·,2%
O=C(Nc1ccc(Cl)cn1)C1CCCN1S(=O)(=O)c1ccc(Cl)cc1 (centres undefined),1%,14%,-9%,30,-9%,-6%,0%,1%,-33%,0.3%,7%
COc1ccc(C2CC2/C(C)=N/OC(=O)c2ccc(F)cc2)cc1 (centres undefined),-8%,-21%,1%,?,3%,-1%,-1%,-1%,36%,0.4%,2%
O=C(NCc1ccccn1)Nc1cccc(Cl)c1,5%,0%[15.4 µM],-3%,5,?,2%,0%,?,13µM*,0.2%,3%
COc1cc(C(C(=O)NC2CCCC2)N(Cc2ccco2)C(=O)c2snc(C(N)=O)c2N)cc(OC)c1OC (centres undefined),?,-5%,-3%,-1,0%,3%,175%[activator],-1%,-2%,-0.2%,·
O=C1c2ccccc2NC(c2ccc(-c3ccccc3F)o2)N1O (centres undefined),·,-7%,-6%,0,12%,-1%,4%,9%,0%,-2.9%,?
Cc1ncc([N+](=O)[O-])n1Cc1ccccc1F,16%,-8%,0%,0,2%,-1%,4%,-1%,-9%,-0.4%,3%
O=C(NCCc1ccc(O)cc1)c1ccc(Cl)cc1,10%,2%,-3%,?,?,2%,6%,15%,?,0.0%,-2%
CCOC(=O)C1(CCOc2ccccc2)CCN(Cc2ccc(NC(C)=O)cc2)CC1,-31%,-2%,0%,5,1%,-2%,4%,-2%,-13%,-0.8%,-5%
CCc1ccc(-c2cc(C(=O)NN3CCOCC3)c3ccccc3n2)s1,0%,-9%,-9%,15,10%,4%,·,9%,11%,-1.6%,-10%
CC(C)(C)NC(=O)COc1coc(CN2CCN(Cc3ccccc3)CC2)cc1=O,?,1%,-2%,3,0%,1%,-2%,12%,1%,-0.5%,-1%
COC(=O)C[C@H]1c2ccccc2S(=O)(=O)N1C(C)C,18%,·,-10%,·,·,·,0%,·,-18%,·,18%
CC(C)N1CC=C2C(C#N)=C(N)C(C#N)(C#N)[C@H](c3ccoc3)[C@H]2C1,·,14%,·,3,-1%,?,·,-1%,·,-0.8%,·
O=C(NN(C(=O)C1CC1)c1nc2ccccc2s1)C1CC1,-17%,8%,-7%,3,2%,2%,-1%,18%,-15%,-2.9%,-6%
CCCOC(=O)c1cccc(NC(=O)COc2ccc([N+](=O)[O-])cc2)c1,-39%,-1%,2%,15,-5%,4%,·,6%,1%,-1.0%,-3%
C/C(CC(=O)Nc1cccc(Cl)c1Cl)=N\NC(=O)c1ccccc1C,-6%,7%,-2%,0,-13%,1%,-1%,5%,-12%,0.1%,-11%
COc1ccc(NC(=S)NC(NC(=O)c2cccc(Cl)c2)C(Cl)(Cl)Cl)c([N+](=O)[O-])c1 (centres undefined),-52%[inhibitor],-2%,-6%,?,-5%,0%,-26%,-3%,-95%[inhibitor],0.4%,-15%
CC1(c2ccccc2)NC(=O)N(CC(=O)NNC(=O)c2ccccc2F)C1=O (centres undefined),0%,28%,-3%,-1,1%,-2%,-1%,-8%,-22%,0.0%,-2%
N#Cc1cn(CCOc2ccc(F)cc2)c2ccccc12,10%,-4%,-5%,10,-2%,1%,-11%,3%,-8%,0.1%,2%
COc1cccc(-c2c(C(=O)N/N=C/c3ccc(C)s3)nnn2-c2nonc2N)c1,6%,-6%,-2%,2,-3%,5%,-6%,-7%,-6%,-0.4%,2%
CCn1cc(CNC(=O)c2cc(COc3ccc(F)cc3Cl)on2)cn1,4%,2%,-1%,4,0%,1%,-1%,2%,-15%,-0.1%,-9%
O=S(=O)(c1ccc2nnn(O)c2c1)N1CCOCC1,-24%,-11%,3%,·,2%,1%,2%,-3%,7%,6.6%,21%
CC1CCCN(C2(O)C(=O)Nc3ccc([N+](=O)[O-])cc32)C1 (centres undefined),-28%,7%,-4%,1,-3%,2%,0%,-3%,-4%,0.0%,0%
O=C1C(CO)C(CO)C(CO)C1CO (centres undefined),-2%,·,-8%,·,·,·,4%,·,-19%,·,2%
COCCNC(=O)CSc1nc2cc(OC)c(OC)cc2c(=O)n1Cc1ccco1,-2%,11%,-3%,-5,0%,2%,0%,-6%,3%,-0.1%,3%
C#CCOCCOCCOCCNc1nc(N2CCN(C(=O)[C@H]([C@@H](C)CC)n3cc([C@@H](N)Cc4ccc(O)cc4)nn3)CC2)nc(N2CCN(C(=O)[C@H](CCCCN)n3cc([C@@H](N)CC(C)C)nn3)CC2)n1,·,-10%,·,-2,3%,1%,·,0%,·,-0.6%,·
CC(C)c1nnc(NC(=O)Cc2ccc(Br)cc2)s1,19%,-1%,0%,-3,0%,2%,3%,2%,13%,-0.7%,2%
CCOc1ccc(NC(=O)c2cnsn2)cc1,-4%,-8%,-4%,16,1.5µM*,0%,-3%,2%,-21%,0.3%,-5%
Cc1cc(C)n2nc(N)nc2n1,6%,·,-3%,·,·,·,1%,·,-8%,·,5%
Cn1c(COc2ccccc2O)[n+](C)c2ccccc21,31%,-7%,-13%,0,-3%,1%,0%,-4%,-8%,-0.7%,5%
NC(=O)NOCc1cccc(Cl)c1,?,-2%,-3%,0,4%,1%,2%,-1%,-12%,0.5%,-2%

An unsorted share of the library. Share with any hit: about 2.6%.
